# Compound activity: PubChem, several laboratories
# MEKK2wt PB1 HTS: modulators of MEK5 binding to wildtype MEKK2, primary screen, biochemical, multiplex bead flow cytometry, Alexa488-MEK5; Alexa488-MEK5 binding to MEKK2 WT; actives lie on both sides; AID 1531, 2009; Mitogen-activated protein kinase kinase kinase 2 (Homo sapiens), Q9Y2U5; binding response (% of control), % at 10 µM; 1.1% of 290,000 active; in the data active means binding response below about 67% or above about 130%
# UBC9 SUMO inh: inhibitors of in vitro SUMOylation cascade, primary screen, biochemical, HTRF, uHTS. 0.36% of 290,000 active. HTRF SUMOylation assay, SAE1/SAE2 + UBC9. AID 2006, 2009. inhibition, % at 35 µM; in the data active means inhibition above about 50%, passing the limit was not always enough; further: strong numbers were not always called active
# Target sequence (P63279 whole entry, looked up): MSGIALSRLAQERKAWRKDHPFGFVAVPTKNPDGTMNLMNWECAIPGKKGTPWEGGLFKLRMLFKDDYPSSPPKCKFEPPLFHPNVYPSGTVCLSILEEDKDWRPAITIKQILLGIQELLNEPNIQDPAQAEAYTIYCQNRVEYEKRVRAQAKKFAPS
# MEKK2 mut-MEK5: MEK5 binding signal on mutant MEKK2 PB1, primary screen, biochemical, multiplex bead flow cytometry, Alexa488-MEK5 | Alexa488-MEK5 binding to MEKK2 mutant | percent response, % at 10 µM | 0.35% of 290,000 active | AID 1530, 2009; in the data active means percent response above about 24%, passing the limit was not always enough; further: inactives centre near 1; some results filed as inactive read as strong as hits; reference of the scale not given here
# CRFBP-R2 agonist: agonists of CRF-BP/CRF-R2 complex, primary screen, cell-based, HEK293, calcium dye fluorescence, uHTS; CRF-binding protein / CRF receptor 2 complex (human); activation, % at 13.2 µM; AID 588473, 2011; calcium dye fluorescence (FLIPR); percent of saturating CRF peptide response; 0.46% of 350,000 active;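 active means activation of at least 50%, plus an integration ratio under a set limit after plate pattern correction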;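 further: plate controls were neutral control wells without compound for no effect and CRF at EC100 for full effect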
# MEKK3 PB1 HTS: modulators of MEKK3-MEK5 PB1 binding, primary screen, biochemical, wildtype MEKK3, multiplex bead flow cytometry, Alexa488-MEK5 | Mitogen-activated protein kinase kinase kinase 3 (Homo sapiens), Q99759 | bead-based flow cytometry, Alexa488-MEK5 binding to MEKK3; actives lie on both sides; 0 = blocked by unlabeled MEK5, 100 = vehicle | binding response (% of control), % at 10 µM | 1.4% of 290,000 active;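 active means binding response more than 3 SD above or below the average of its plate-row segment, actives on both sides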;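 further: Alexa488 bead fluorescence after subtracting the streptavidin-only scavenger bead signal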
# Target sequence (Q99759 whole entry, looked up): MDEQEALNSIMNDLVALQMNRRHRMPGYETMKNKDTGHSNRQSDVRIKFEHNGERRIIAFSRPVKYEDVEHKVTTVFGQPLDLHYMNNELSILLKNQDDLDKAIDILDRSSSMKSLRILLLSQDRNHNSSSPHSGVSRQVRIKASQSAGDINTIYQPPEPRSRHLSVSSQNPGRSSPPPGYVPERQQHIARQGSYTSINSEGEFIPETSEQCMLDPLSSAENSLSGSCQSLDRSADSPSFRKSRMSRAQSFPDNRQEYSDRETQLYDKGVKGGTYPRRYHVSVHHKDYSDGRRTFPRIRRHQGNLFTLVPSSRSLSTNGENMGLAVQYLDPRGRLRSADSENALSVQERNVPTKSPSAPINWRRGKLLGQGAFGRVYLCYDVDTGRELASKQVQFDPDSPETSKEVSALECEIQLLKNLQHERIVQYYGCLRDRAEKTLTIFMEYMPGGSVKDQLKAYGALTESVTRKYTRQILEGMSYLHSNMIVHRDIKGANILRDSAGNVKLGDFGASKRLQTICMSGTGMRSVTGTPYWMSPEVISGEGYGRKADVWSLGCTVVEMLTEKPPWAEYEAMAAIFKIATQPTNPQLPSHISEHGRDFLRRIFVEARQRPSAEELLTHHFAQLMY
# GalR3 antagonist: GalR3 antagonists in HEK293 cells, primary screen, cell-based, fluorescence readout; 0.44% of 360,000 active; inhibition, % at 3 µM; AID 651719, 2012; Galanin receptor type 3 (Homo sapiens), O60755; HEK293 GalR3-CNG cAMP membrane potential fluorescence; galR3 body fused to GalR1 C-terminus;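 active means inhibition above the screen-wide average plus 3 SD, cut at about 13% in these data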;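 further: forskolin and galanin both at EC90 stimulate the cells; cAMP rise reported by CNG channel membrane potential dye signal; 0% = forskolin plus galanin with DMSO and 100% = forskolin alone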
# Target sequence (O60755 1-299 limits assumed): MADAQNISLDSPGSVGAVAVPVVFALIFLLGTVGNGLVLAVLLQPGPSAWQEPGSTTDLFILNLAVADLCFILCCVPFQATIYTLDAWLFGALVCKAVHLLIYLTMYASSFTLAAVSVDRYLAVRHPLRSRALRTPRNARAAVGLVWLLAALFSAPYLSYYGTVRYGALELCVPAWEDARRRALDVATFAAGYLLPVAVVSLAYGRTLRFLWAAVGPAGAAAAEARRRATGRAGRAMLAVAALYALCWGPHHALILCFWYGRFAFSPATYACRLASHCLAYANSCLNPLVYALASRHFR
# DNA FID counter: compounds displacing fluorescent DNA intercalator, primary screen, artefact control for HCV NS3 helicase inhibitor project, biochemical, FID fluorescence; DNA fluorescent intercalator displacement; inhibition, % at 7.9 µM; 0.17% of 290,000 active; AID 1845, 2009; in the data active means inhibition above about 37%;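 further: 0% = vehicle and 100% = reference compound; higher means more ethidium bromide displaced from hairpin DNA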
# CRFR2-BP antag: antagonists of CRF-BP/CRF-R2 complex, primary screen, cell-based, HEK293, calcium dye fluorescence, uHTS; CRF-induced calcium fluorescence; inhibition, % at 11.8 µM; 0.59% of 350,000 active;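 active means inhibition of the ligand-induced calcium signal above about 50% at the single tested concentration, limit read from the data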
# HCV NS3 hel inh: inhibitors of HCV NS3 helicase, primary screen, biochemical, Cy5 molecular beacon fluorescence; Hepatitis C virus NS3 helicase; NS3 helicase DNA unwinding; inhibition, % at 10.9 µM; 0.56% of 290,000 active;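 active means inhibition above the mean of all tested compounds plus 3 SD, set per campaign, cut at about 35% in these data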;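 further: 0% = DMSO wells and 100% = thioflavine S control wells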
#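 Assay system: hepatitis C virus NS3 helicase domain fragment enzyme. Also added: annealed dual-labelled DNA beacon duplex, ATP-started. Timing: 1 h reaction at 25 °C, ATP-initiated. Technique: Cy5 fluorescence at 0 and 60 min, beacon hairpin quenching. Evaluation: % inhibition of unwinding. Replication: one well per compound.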
# The depositor's hits bear a star; x = not tested or not shown.
# Every second line gives: MEKK2wt PB1 HTS	UBC9 SUMO inh	MEKK2 mut-MEK5	CRFBP-R2 agonist	MEKK3 PB1 HTS	GalR3 antagonist	DNA FID counter	CRFR2-BP antag	HCV NS3 hel inh
CCN(CC)C(=O)N1CCN(S(=O)(=O)c2c(C)cc(C)cc2C)CC1
    83	-4	-14	0.2	93	0	-31	-47	-3
C=CCSc1nnc(NC(=O)CSc2ccccn2)s1
    100	7	5	0.8	99	-3	-7	-14	0
CCCc1ccc(-c2cc(N)n[nH]2)cc1
    92	-4	-4	-0.3	93	-3	-1	-57	0
FC(F)(F)c1cccc(Cn2nnnc2-c2cccc(C(F)(F)F)c2)c1
    100	-12	-2	-1.4	94	-7	-13	15	-4
COc1cccc(CC2(CO)CCN(Cc3ccc(NC(C)=O)cc3)CC2)c1
    95	8	-10	2.3	99	-5	10	6	-2
O=C(NC(=S)Nc1ccc(N2CCOCC2)cc1)c1cncc(Br)c1
    99	30	0	0.6	105	4	-7	-33	-13
COc1ccccc1-c1cc(N)n[nH]1
    99	18	3	0.4	103	-5	-9	-8	-9
Cc1csc2nc(CNC(=O)c3ccco3)cn12
    106	-1	5	-1.9	106	-1	-4	4	22
CNc1sc(C(=O)c2ccc(F)cc2)c(N)c1-c1nc2ccccc2s1
    85	-11	-13	-0.9	91	-2	5	-21	4
CCCCCOC(=O)c1ccc(OC(=O)c2cncc(Br)c2)cc1
    103	9	2	1.3	102	-5	1	-11	3
Cc1cc(C)c(C)c(S(=O)(=O)N2CCNCC2)c1C
    105	-9	-3	-0.2	110	-2	4	10	-1
Cn1ncc(Cl)c1C(=O)Nc1ccc2c(c1)OCO2
    87	4	-7	-0.1	91	-1	-3	10	0
CCOc1ccc(NC(=O)N(C2CCCCC2)C(C)c2cccnc2)cc1 (stereo unspecified)
    95	-5	-6	-0.3	96	4	-4	6	8
O=C(NCc1ccco1)C(c1ccco1)N(Cc1cccs1)C(=O)Cn1nnc2ccccc21 (stereo unspecified)
    104	0	4	0.7	107	-3	-23	3	-11
COc1ccc(C2CC(=O)C=C(NCC3CCCO3)C2)cc1 (stereo unspecified)
    112	9	5	-3.3	107	0	-3	-6	1
O=C(Cc1c(F)cccc1Cl)NCCN1CCOCC1
    96	-5	-4	0.3	97	-6	-2	11	2
COc1ccc(C(CC(=O)Nc2cc(C)ccn2)N2Cc3ccccc3C2=O)cc1 (stereo unspecified)
    105	12	11	-2.8	110	-10	-30	2	5
CC(C)CCNC(=O)C1CC(c2cccc([N+](=O)[O-])c2)=NO1 (stereo unspecified)
    97	12	-2	0.5	98	-1	-1	-4	-2
O=C1C2C(c3ccccc3)C=CC(c3ccccc3)C2C(=O)N1c1ccncc1 (stereo unspecified)
    87	-4	-11	0.2	86	7	-39	-19	10
CCOc1ccc(CCNC(=O)c2nnc(Cc3ccc(F)cc3)o2)cc1OCC
    93	-2	-3	0.1	107	6	-30	21	-1
CCOC(=O)N1CCN(C(=O)c2c[nH]c3ccc(S(=O)(=O)N(C)c4ccc(OCC)cc4)cc3c2=O)CC1
    110	10	4	-0.7	102	-2	-54	2	2
COc1ccc(-c2nnc3n2N=C(c2cccc(Br)c2)CS3)cc1OC
    94	18	-5	x	100	x	-8	x	9
CCCc1cc(C(N)=O)c(NC(=O)C2CCCO2)s1 (stereo unspecified)
    97	6	1	-0.3	98	-6	-10	-13	-6
COc1cc(C2CC(=O)N3CN(c4ccccc4C)CSC3=C2C#N)cc(OC)c1OC (stereo unspecified)
    86	42	-2	x	96	-3	-30	x	31
CNS(=O)(=O)c1cccc(C(=O)Nc2cccc(Cl)c2)c1
    108	2	9	-1.9	104	-8	-1	-4	-1
c1ccc(COC(CN2CCCCCC2)CN2CCCCCC2)cc1
    105	4	-3	3.7	102	-8	9	-12	-1
Cc1cc(Nc2ccc(F)cc2C)n2ncnc2n1
    92	0	0	-1.5	93	1	-6	-5	9
C=CCc1cccc(/C=N/NC(=O)CCCNc2ccc(C)cc2)c1O
    248*	-23	89*	0.5	109	-4	-5	-56	-4
CCOC(=O)Cc1csc(NC(=O)Nc2cccc(OC)c2)n1
    97	-9	-4	-1.1	100	-5	-6	5	4
O=C(Nc1ccc(NC(=O)C2CC2)nc1)c1ccco1
    102	10	1	-0.1	98	-6	0	7	-3
O=C(COc1ccccc1)Nc1ccc2c(c1)C(=O)N(CC1CCCO1)C2=O (stereo unspecified)
    106	14	5	-8.2	91	-6	-8	8	1
N#Cc1nc(-c2ccccc2Cl)oc1N1CCN(C(=O)c2ccco2)CC1
    100	-6	1	-6.4	104	-4	-20	-11	-8
CN1CCN(C(=O)/C=C/c2ccccc2)CC1
    106	-2	4	-0.4	105	-8	-3	-1	2
CCCCCCOc1ccc(/C(N)=N/O)cc1
    100	0	7	-1.0	100	5	-4	-6	10
O=C(Oc1ccccc1)N1CCN(c2ccccc2F)CC1
    100	-1	-3	0.5	99	-11	-30	-3	-24
O=C(NC1CCc2ccccc21)C1CCN(S(=O)(=O)c2ccc(Cl)cc2)CC1 (stereo unspecified)
    101	9	-1	1.4	103	-10	-16	3	8
Oc1nc(-c2ccc(Cl)cc2)n2ccncc12
    100	2	-2	-1.9	98	8	8	7	7
CC(=O)C1=C(C)OC(N)=C(C#N)C1c1cc([N+](=O)[O-])ccc1Cl (stereo unspecified)
    80	6	-32	-1.8	71	-1	1	14	4
CCCCn1c(=O)[nH]c(=O)c2c1nc(-c1ccc(OCCC)c(OCC)c1)n2CCOC
    85	16	-9	-6.8	95	0	-1	-9	4
Cc1ccc(NC(=O)O/N=C/c2ccc(Br)cc2)cc1
    102	6	15	-1.6	101	-7	-4	-5	1
Cc1cccc(/C=N/NC(=O)c2ccc3c(c2)OCCO3)c1O
    96	8	-3	x	98	2	-15	x	-1
Cc1cccc(-n2nnc(C(=O)Nc3ccc(F)cc3)c2N)c1
    111	4	3	-1.8	107	1	-9	-5	-11
O=C(CS(=O)(=O)c1cn(Cc2cccc(F)c2)c2ccccc12)N1CCOCC1
    89	0	-4	-1.4	96	-3	-13	23	3
Cc1ccc(C)c(S(=O)(=O)N2CCCOC2CNC(=O)C(=O)NCCN2CCOCC2)c1 (stereo unspecified)
    96	4	0	-0.5	92	-1	-10	3	-11
CCn1c(C)c(C)c2cc(C(=O)NCCc3ccco3)ccc21
    98	23	-1	2.4	103	-9	-41	-11	3
COCCOC(=O)c1c(NC(=O)CN2CCc3ccccc32)sc(C(N)=O)c1C
    99	-8	-6	0.3	103	8	-2	-7	22
COc1cnc(-c2ccccn2)nc1Oc1ccc(Cl)c2ccccc12
    x	-16	x	-1.9	x	-4	-9	7	-9
Cc1cc2cc(CNC(=O)Cc3ccc([N+](=O)[O-])cc3)ccc2n1C
    88	-63	-9	-1.0	92	-6	1	9	-15
Cc1ccc(C)c(N2CN(CCC3=CCCCC3)CNC2=S)c1
    103	0	-5	0.2	95	1	-20	-16	-4
Cc1nc2nc(SCC(=O)N3CCOCC3)nn2c(C)c1Cc1ccccc1
    98	30	0	4.5	98	-3	-27	-30	7
CCOc1ccccc1CN1CCN(C2CCC2)CC1CCO (stereo unspecified)
    102	-1	4	-1.8	105	-9	-1	7	6
CC(C)COc1ccc(C(=O)N/N=C/c2ccoc2)cc1
    108	9	10	1.0	107	1	-27	2	4
COc1cc(/C=N/Nc2nc(=O)[nH]nc2C)cc(OC)c1O
    107	-19	6	-0.7	105	-4	-3	8	11
O=C(NCCc1ccccc1)C1CCC(Cn2c(=O)c3ccccc3n(Cc3cccc(F)c3)c2=O)CC1 (stereo unspecified)
    108	12	22	2.3	102	1	1	17	-5
COCc1ccc(C(=O)N2CCCC(Nc3ccc4c(c3)OCCO4)C2)o1 (stereo unspecified)
    103	5	3	-0.8	104	-2	-20	0	-4
Cc1cccc(CS(=O)(=O)c2ncc(CO)n2C)c1
    107	-15	3	0.3	105	-8	0	15	19
CC(=O)Nc1ccc(NC(=O)c2ccccc2N(C)S(=O)(=O)c2ccc(C)cc2)cc1
    109	-11	7	0.2	101	-7	-28	1	1
CC(C)C(C(=O)NCC1CCCO1)N(C(=O)CNS(=O)(=O)c1ccccc1)C1CCCCC1 (stereo unspecified)
    x	22	x	-1.8	x	-7	-34	1	-2
O=C(C1CN(S(=O)(=O)c2ccccc2)CCN1S(=O)(=O)c1ccccc1)N1CCCCCC1 (stereo unspecified)
    91	-12	-4	0.5	87	-3	-6	-3	7
Cc1ccc(S(=O)(=O)Nc2c(C(=O)O)[nH]c3ccccc23)cc1C
    102	10	-1	0.3	96	3	-30	-3	-2

# The list goes on.
# Every second line gives: MEKK2wt PB1 HTS	UBC9 SUMO inh	MEKK2 mut-MEK5	CRFBP-R2 agonist	MEKK3 PB1 HTS	GalR3 antagonist	DNA FID counter	CRFR2-BP antag	HCV NS3 hel inh
COc1cc(C(=O)NC2CCN(CC(=O)NC3CCCCC3C)CC2)cc(OC)c1OC (stereo unspecified)
    100	-5	0	0.2	104	-7	-9	-5	2
O=C(NC(=S)Nc1ccccc1F)c1ccc(Br)o1
    106	0	6	-0.5	104	-5	-3	-1	11
CC(=O)OCC1O[C@@H](O[C@@H]2C[C@H]3C(C)(C)[C@H](OC(C)=O)CC[C@]3(C)[C@H]3CC[C@]45C[C@]4(CC[C@H]5[C@@H](C)C[C@@H](O)[C@H](O)C(C)(C)O)[C@@]32C)[C@H](O)[C@@H](O)[C@@H]1O (stereo partly specified)
    99	-21	5	x	95	x	-53	x	-129
C=CCNc1nc(NCCN2CCOCC2)nc(N2CCOCC2)n1
    105	2	9	-1.4	103	-6	-8	13	3
CCCC1(C)SC(NC(C)=O)=NN1C(C)=O (stereo unspecified)
    108	-8	3	-0.1	98	-2	4	5	-3
CC(C)(C)OC(=O)N1CCC(c2c(C(=O)N3CCN(C(=O)c4ccco4)CC3)cnn2-c2cccc(Cl)c2)CC1
    98	-1	-2	-1.6	102	-6	-66	1	18
COCC1CCN(Cc2nc(-c3ccc4c(c3)OCO4)no2)C1 (stereo unspecified)
    94	4	-8	203*	102	-1	-1	-163	1
CCN(CC)S(=O)(=O)c1ccc(C)c(NC(=O)CN(C)C)c1
    111	-4	1	-0.3	93	-3	2	3	4
Cc1ccc(Nc2nc(N)nc(CSc3nc4ccccc4s3)n2)cc1
    x	-13	x	1.0	x	-15	-18	-41	-89

# Entries of single compounds as entered above. Order of screens: MEKK2wt PB1 HTS	UBC9 SUMO inh	MEKK2 mut-MEK5	CRFBP-R2 agonist	MEKK3 PB1 HTS	GalR3 antagonist	DNA FID counter	CRFR2-BP antag	HCV NS3 hel inh
# C=CCNc1nc(NCCN2CCOCC2)nc(N2CCOCC2)n1 in the list: 105	2	9	-1.4	103	-6	-8	13	3
# CC(C)(C)OC(=O)N1CCC(c2c(C(=O)N3CCN(C(=O)c4ccco4)CC3)cnn2-c2cccc(Cl)c2)CC1 in the list: 98	-1	-2	-1.6	102	-6	-66	1	18

# Some of the compounds tested, so the mix of outcomes need not match the whole.
